p53 reactivator: qHTS assay for re-activators of p53 using a Luc reporter; H1299 p53-A138V BP100-luciferase reporter, luminescence, 24 h; Potency, µM (series often up to 92.2 µM), for inactives: at the highest dose activity change, positive = activation, usual class: activators; actives 0.063% (n = 320,000); also: % of control where 0% means no effect; nearly all actives have a fitted effect of over 45% in size
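p53-null H1299 cells stably carrying temperature-sensitive p53-A138V and a BP100-luciferase reporter were pinned with compounds (4-point, 1:5 series) and held 24 hrs at 37 deg C. Luminescence was read 10 min after detection reagent.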
FLuc counter: qHTS profiling assay for firefly luciferase inhibitor/activator using purifed enzyme and Km concentrations of substrates (counterscreen for miR-21 project); actives 6.9% (n = 360,000); purified FLuc, Km substrates, luminescence inhibition; Potency, µM (titrated, usually from 57.5 µM), without a hit: at the highest dose activity change, negative = inhibition, most hits filed as inhibitors;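 also: plate controls were vehicle for no effect and reference inhibitor for full effect; nearly all actives have a fitted effect of over 55% in size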
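Purified P. pyralis luciferase (10nM final) with 10uM D-luciferin and 10uM ATP (Km levels) in 50mM Tris acetate pH 7.5, 10mM Mg acetate, 0.01% Tween-20, 0.05% BSA; qHTS 6-point titration, ~60 µM downward; luminescence read.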
RORgamma inh: qHTS for inhibitors of ROR gamma transcriptional activity; actives 5.4% (n = 310,000); Potency, µM (doses to about 53.6 µM), inactives show at the highest dose activity change, negative = inhibition, actives largely listed as inhibitors; Nuclear receptor ROR-gamma (Mus musculus), P51450; Drosophila S2 Gal4-RORgamma UAS-luciferase reporter, 20 h; also: % is scaled to controls: 0 for no effect and ±100 for the full control effect; nearly all actives have a fitted effect of over 60% in size
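In this cell-based reporter format, copper sulfate (700 uM final) drives Gal4–ROR gamma fusion expression from a metallothionein promoter in Drosophila Schneider cells; compounds preincubated 1 hr, reporter read after 20 hr at ambient temperature.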
BRCA1 expr act: qHTS Assay to Identify Small Molecule Activators of BRCA1 Expression. Potency, µM (series often up to 46.1 µM), for the others: at the top dose activation, actives largely listed as activators. MCF7-BRCA1-FFLuc reporter, luminescence, 48 h; response scale: scaled: vehicle 0%, 10 µM genistein 100%. actives 1.1% (n = 380,000); also: nearly all actives have a fitted effect of over 80% in size; some results filed as inactive show a strong effect at the top dose
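Luminescence from a BRCA1-driven firefly luciferase in MCF7 cells was the read-out, taken 15 min after substrate addition following 48 h compound exposure at 37 °C. Data were normalized to a 10 microM genistein control and DMSO vehicle.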
ELG1 genotox: qHTS screen for small molecules that induce genotoxicity in human embryonic kidney (HEK293T) cells expressing luciferase-tagged ELG1; HEK293T ELG1-luciferase reporter, luminescence, 16 h; Potency, µM (highest dose often 46 µM), for inactives: top-dose activity change, positive = activation, most hits filed as activators; actives 1.3% (n = 330,000); also: % of control where 0% means no effect; nearly all actives have a fitted effect of over 60% in size
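Genotoxic stress is detected as increased luminescence from luciferase-tagged ELG1 in HEK293T cells, measured with ONE-Glo after a 16 hr treatment at 37 °C.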
NPC1 promoter act: qHTS Assay for NPC1 Promoter Activators; Huh7 NPC1 promoter luciferase reporter, 24 h; Potency, µM (top dose mostly 9.22 µM), inactives show at the top dose activation, hits mostly activators; actives 2.4% (n = 320,000);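 also: % of control where 0% means no effect; nearly all actives have a fitted effect of over 60% in size; reporter is driven by a mutant NPC1 promoter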
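Luminescence from an NPC1 promoter-driven luciferase reporter in stably transfected Huh7 cells was measured after 24 h compound treatment at 37 °C, followed by 10 min ambient incubation with luciferase detection reagent.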
Rab9 promoter act: qHTS Assay for Rab9 Promoter Activators; Huh7 Rab9 promoter-luciferase reporter, luminescence, 24 h; Potency, µM (highest dose often 9.22 µM), for inactives: top-dose activation, negative = inhibition, actives largely listed as activators; actives 2.8% (n = 320,000); also: % of control where 0% means no effect; nearly all actives have a fitted effect of over 60% in size
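Luminescence from Amplite-detected luciferase (10 minutes, ambient) reports Rab9 promoter activation. Before that, stable Rab9-luciferase Huh7 cells (1500/well, reduced-serum OP-MEM I plus 10% FBS) were exposed to compound for 24 hours at 37C.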
uPA generation: qHTS for Inhibitors of Cell Surface uPA Generation; Potency, µM (series often up to 38.3 µM), inactives show at the highest dose activity change, negative = inhibition, hits mostly inhibitors; actives 0.31% (n = 330,000); cell surface uPA generation assay, qHTS; active = well fitted inhibition curve with a large enough effect; inconclusive = small, poorly fitted or top-dose-only effect; inactive = no such curve, though single readings can be large or run the other way; tested in mouse RAW 264.7 cells; also: % is scaled to controls: 0 for no effect and ±100 for the full control effect; nearly all actives have a fitted effect of over 55% in size
MBNL1 CUG block: qHTS Assay for Inhibitors of MBNL1-poly(CUG) RNA binding; TR-FRET MBNL1-His/biotin-(CUG)12 binding, 665/545 ratio; actives 0.036% (n = 280,000); Potency, µM (doses to about 57.5 µM), inactives show at the top dose activity change, negative = inhibition, actives largely listed as inhibitors; Muscleblind-like protein 1 (Homo sapiens), Q9NR56; active = well fitted inhibition curve with a large enough effect in the signal ratio, with a control signal flat, not every such curve was filed as active; inconclusive = small, poorly fitted or top-dose-only effect, or effect the other way, or a change in a side signal; inactive = no such curve, though single readings can be large or run the other way; the % refers to the signal ratio; also: % is scaled to controls: 0 for no effect and ±100 for the full control effect
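His-tagged MBNL1 binding to biotinylated (CUG)12 RNA was measured by TR-FRET using terbium anti-His antibody (0.055 ng/ul final) and streptavidin-XL665 (5 nM final). Compounds were titrated 92 nM to 58 uM; 60 min at room temperature.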
CXXC DNA block: qHTS Fluorescence Polarization Assay for Inhibitors of MLL CXXC domain - DNA interaction | Potency, µM (doses to about 115 µM), without a hit: top-dose activity change, negative = inhibition, actives largely listed as inhibitors | actives 0.037% (n = 290,000) | AID 2662, 2010 | MLL-CXXC / FITC-HOXA9 DNA fluorescence polarization; active = well fitted inhibition curve with a large enough effect in the polarisation, with a control signal flat, not every such curve was filed as active; inconclusive = small, poorly fitted or top-dose-only effect, or effect the other way, or a change in a side signal; inactive = no such curve, though single readings can be large or run the other way; the % refers to the polarisation
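Steps: dispense CXXC domain solution (7 uM) → pin compounds or unlabeled HOX-A9 DNA control → 5 min ambient → add FLSN-HOX-A9 solution (50 nM) → spin → 30 min ambient → fluorescence polarization. Tris pH 7.5/NaCl/DTT/BSA buffer.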
VP16 counter: VP16 counterscreen qHTS for inhibitors of ROR gamma transcriptional activity; Drosophila S2 Gal4-VP16 UAS-luciferase, luminescence, 20 h; Potency, µM (titrated, usually from 53.6 µM), for inactives: top-dose activity, negative = inhibition, actives largely listed as inhibitors; actives 3.5% (n = 310,000);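 also: Gal4-VP16 expression switched on by copper sulfate through the metallothionein promoter; % is scaled to controls: 0 for no effect and ±100 for the full control effect; nearly all actives have a fitted effect of over 50% in size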
* marks the source's active call; other numbers are inactive results; ? = inconclusive; . = not tested or not shown; & = joins results of further samples; [ ] = another dose, or the depositor's remark. Unless noted, calls follow the shape of the dose curve; as a rule, active = well fitted curve in the direction sought with a large enough effect; inconclusive = small, poorly fitted or top-dose-only effect, or another doubt; inactive = no such curve, though single readings can be large; an effect the other way counts as inactive or inconclusive. Potency is read from the fitted curve at half-maximal effect. Only part of the results is shown. The share of hits here may be higher or lower than overall.

A first look (two entries):
SMILES	p53 reactivator	FLuc counter	RORgamma inh	BRCA1 expr act	ELG1 genotox	NPC1 promoter act	Rab9 promoter act	uPA generation	MBNL1 CUG block	CXXC DNA block	VP16 counter
O=C(NCC1CCC(C(=O)O)CC1)c1cccnc1 (configuration not stated)	-1%	4%	1%	9%	1%	-2%	3%	.	-8%	26%	5%
COc1cccc(CC(=O)Nc2ccc(S(=O)(=O)Nc3nc(C)cc(C)n3)cc2)c1	1%	-15%	35%	-16%	4%	-5%	-3%	-2%	1%	1%	-6%

All compounds of this part, from the first entry:
SMILES	p53 reactivator	FLuc counter	RORgamma inh	BRCA1 expr act	ELG1 genotox	NPC1 promoter act	Rab9 promoter act	uPA generation	MBNL1 CUG block	CXXC DNA block	VP16 counter
O=C(NCC1CCC(C(=O)O)CC1)c1cccnc1 (configuration not stated)	-1%	4%	1%	9%	1%	-2%	3%	.	-8%	26%	5%
COc1cccc(CC(=O)Nc2ccc(S(=O)(=O)Nc3nc(C)cc(C)n3)cc2)c1	1%	-15%	35%	-16%	4%	-5%	-3%	-2%	1%	1%	-6%
O=C(CCS(=O)(=O)c1ccc(Br)s1)NCc1ccc2c(c1)OCO2	7%	1%	8%	-22%	-1%	-2%	3%	.	-4%	9%	-7%
COCC(C)n1c(SCC(=O)Nc2sccc2C(N)=O)nc2ccccc2c1=O (configuration not stated)	-14%	-8%	.	-50%	-10%	-2%	-2%	6%	.	.	.
CN(CC(=O)NC1CCCC1)S(=O)(=O)c1cnc[nH]1	-1%	-2%	-2%	14%	2%	-2%	5%	-3%	-11%	3%	0%
COC(=O)c1ccc(-n2nnnc2SCC(=O)Nc2cc(OC)ccc2OC)cc1	-1%	-2%	18%[10 µM]	-2%	-3%	1%	4%	0%	-1%	3%	-24%
c1ccc(SCc2cn3cccnc3n2)nc1	4%	8%	11%	10%	5%	-2%	16%	1%	1%	-2%	-10%
O=C(COc1ccc(Br)cc1)NC1CC1	?	4%	12%	16%	6%	-3%	1%	-2%	-1%	10%	2%
CCCc1ncc(CN2CCC(C(=O)Nc3cccc(-c4cscn4)c3)CC2)cn1	15%	-1%	10%	-12%	-9%	-9%	-19%	0%	-29%	18%	-15%
O=C(COc1ccc2ccc(=O)oc2c1)Nc1cc([N+](=O)[O-])ccc1F	0%	7%	.	25%	3%	-2%	2%	4%	.	.	.
c1ccc(OCc2nnc3n2N=C(c2ccccc2)CS3)cc1	10%	-19%	-12%	-27%	11%	0%	0%	-1%	-10%	8%	5%
CCN(CC)C(=O)CSc1nc(O)c(Cc2ccc(OC)cc2)c(=O)[nH]1	-1%	-2%	-22%	7%	-1%	0%	0%	21%	-3%	-5%	2%
O=C1COc2ccc(C(=O)COC(=O)CNS(=O)(=O)c3cccc(F)c3)cc2N1	-2%	6%	.	-12%	-1%	-1%	3%	-63%	.	.	.
Cc1ccc(C(=O)Nc2nc(C)c(C(=O)Nc3ccc4c(c3)CCC4)s2)cc1	?	15µM*	5%	39%	18µM*	-13%	-4%	-17%	37%[activator]	15%	-9%
COc1ccc(/C=C/C(=O)OCc2nc3ccccc3c(=O)[nH]2)c(OC)c1	-2%	-2%	-1%	-21%	9%	-2%	0%	3%	.	-24%	1%
CCc1cc2c(=O)c(-n3cnc4ccccc43)coc2cc1O	2%	?	23%	31%	4%	-7%	-2%	1%	5%	-7%	?
Cc1cccc(Nc2ccccc2C(=O)OCC(=O)N2CCOCC2)c1C	6%	?	10%	0%	-6%	-3%	0%	-5%	1%	-4%	-3%
N#CC1=C(N)SC(N)=C(C#N)C1c1ccc([N+](=O)[O-])cc1	-4%	-11%	?	-24%	0%	1%	-5%	-2%	?	-18%	?
COc1ccccc1-n1cc(CN2CCN(CC(C)C)C(CCO)C2)cn1 (configuration not stated)	-2%	2%	0%	-4%	0%	0%	0%	0%	2%	4%	0%
CCc1c(C)c2cc(Cl)c(O)c(CN3CCCCC3)c2oc1=O	0%	2%	1%	-23%	0%	2%	-10%	1%	14%	-6%	2%

As entered above.
N#CC1=C(N)SC(N)=C(C#N)C1c1ccc([N+](=O)[O-])cc1 in Rab9 promoter act has -5%
c1ccc(SCc2cn3cccnc3n2)nc1 in Rab9 promoter act has 16%
Cc1cccc(Nc2ccccc2C(=O)OCC(=O)N2CCOCC2)c1C in Rab9 promoter act has 0%
COc1ccc(/C=C/C(=O)OCc2nc3ccccc3c(=O)[nH]2)c(OC)c1 in uPA generation has 3%

Following part
SMILES	p53 reactivator	FLuc counter	RORgamma inh	BRCA1 expr act	ELG1 genotox	NPC1 promoter act	Rab9 promoter act	uPA generation	MBNL1 CUG block	CXXC DNA block	VP16 counter
[O-][N+]1=C2CCC/C(=N\O)C2=NC12CCCCC2	4%	0%	-6%	4%	3%	-1%	3%	-3%	2%	-2%	1%
Nc1c(C(=O)OCC2CCCO2)c2nc3ccccc3nc2n1-c1ccc2c(c1)OCCO2 (configuration not stated)	11%	?	9%	-58%	?	1%	12%	8%	?	-2%	-4%
COc1ccc(OC(=O)NCCc2ccccc2)cc1	9%	15µM*	-2%	?	?	4µM*	3.5µM*	-6%	.	-10%	0%
Cc1cccc(C)c1NC(=O)CSCc1cccc(CSCC(=O)Nc2c(C)cccc2C)n1	-1%	8%	6%	-20%	-2%	2%	-5%	-11%	9%	22%	3%
COc1ccc(C(=O)N=c2sccn2C)cc1	3%	17µM*	6%	87%	?	?	?	-9%	1%	-5%	-5%
CCOC(=O)N1CCN(c2nc(-c3cccs3)nc3ccccc23)CC1	1%	0%	31%	-52%	-24%	-2%	11%	-10%	23%	-5%	7%
CCCCN(CC)C(=O)CSc1nc2n[nH]c(C)c2c(=N)n1-c1cccc(C)c1	-2%	-5%&3%	-8%	-58%	-9%	-9%	-10%	?	-11%	-1%	-16%
COc1cccc(NC(=O)Nc2cccnc2)c1	2%	17µM*	16%	54%	2%	17%	5%	15%	?	-1%	-18%
CCS(=O)(=O)Nc1cc(-c2nc3cccnc3s2)ccc1C	?	9.5µM*	3%	35%	2.9µM*	3.5µM*	24%	-29%	33%[activator]	-9%	1%
CC(C)NC(=S)NN(c1ccccc1)c1ccccc1	8%	-1%	?	3%	-1%	-1%	-7%	1%	0%	-2%	?
O=C(O)Cn1cc(/C=C2\SC(=O)N(c3ccccc3)C2=O)c2ccccc21	4%	12µM*	15%	-26%	7%	-1%	0%	-1%	?	0%	-5%[10 µM]
COc1ccc(N(C(=O)c2ccco2)S(=O)(=O)c2ccccc2)cc1	1%	5%	-3%	0%	1%	-4%	4%	.	-4%	207%[activator]	7%
COc1ccc(-c2cnnn2-c2ccc(NC(=O)/C=C/c3ccc(OC)c(OC)c3)cc2)cc1	-12%	-1%	-4%	-1%	-6%	-2%	-6%	-3%	40%[activator]	1%	-16%
Cc1ccc(/C=C/c2nc3ccccc3s2)s1	30%	0.3µM*	?	-57%	0.52µM*	15%	?	-13%	9%	12%	10µM*
CCOC(=O)Cn1nnnc1CN(Cc1ccc(OC)cc1)Cc1cc2cc(C)cc(C)c2[nH]c1=O	-12%	-1%	-4%[0.365 µM]	0%	-8%	-13%	-3%	0%	4%	5%	.
Cc1[nH]c2ccccc2c1C(=O)COC(=O)c1c(-c2ccccc2)noc1C	-2%	-4%	?	-59%	-7%	2%	-3%	5%	.	0%	?
CCOC(=O)c1c(-c2ccccc2)oc2ccc(O)c(CN3CCOCC3)c12	0%	3%	33%	-19%	-27%	-2%	-12%	2%	8%	10%	-17%
CCC(=O)N(Cc1cc2cc(OC)ccc2[nH]c1=O)c1cccc(C)c1	-25%	-1%	13%	-11%	-5%	-6%	-5%	-2%	7%	-7%	25%
C/C(N)=C(/C#N)C(=O)CSc1nnnn1-c1ccc(C)cc1	27%	?	?	56%	7%	25%	21%	.	3%	11%	-23%
